Screening results: PubChem BioAssay, several laboratories
3CLpro inhibitor – SARS-CoV 3CLpro protease inhibitors, primary screen, biochemical, quenched FRET; Replicase polyprotein 1ab (Severe acute respiratory syndrome coronavirus), P0C6X7; inhibition, % at 6 µM; recombinant SARS-CoV 3CLpro, quenched FRET peptide cleavage; 290,000 tested, 0.14% active; AID 1706, 2009; in the data active means inhibition above about 12%
Mtb FBA inh – Mtb FBA enzyme inhibitors, primary screen, biochemical, fluorescence, strain H37Rv. 360,000 tested, 2.3% active. purified M. tuberculosis FBA, fluorescence read-out. inhibition, % at 1 µM; in the data active means inhibition above about 27%;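 further: 0% = vehicle and 100% = reference inhibitor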
Target sequence (P9WQA3 whole entry, looked up): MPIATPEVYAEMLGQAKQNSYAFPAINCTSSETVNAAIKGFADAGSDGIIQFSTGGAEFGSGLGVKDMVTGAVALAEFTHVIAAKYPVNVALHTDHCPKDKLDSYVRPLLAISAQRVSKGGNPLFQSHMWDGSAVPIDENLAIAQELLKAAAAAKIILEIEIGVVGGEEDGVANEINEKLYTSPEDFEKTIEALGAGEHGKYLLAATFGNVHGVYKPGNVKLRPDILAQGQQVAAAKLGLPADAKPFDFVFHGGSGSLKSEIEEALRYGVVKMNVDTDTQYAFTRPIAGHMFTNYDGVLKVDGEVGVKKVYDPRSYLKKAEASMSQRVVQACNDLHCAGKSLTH
MazF activator – activators of E. coli MazEF toxin-antitoxin RNase, primary screen, biochemical, fluorescence, uHTS | FAM/BHQ RNA-DNA oligo cleavage fluorescence, 5 h | activation, % at 20 µM | 350,000 tested, 0.32% active; in the data active means activation above about 50%
Target sequence (P0AE70 whole entry, looked up): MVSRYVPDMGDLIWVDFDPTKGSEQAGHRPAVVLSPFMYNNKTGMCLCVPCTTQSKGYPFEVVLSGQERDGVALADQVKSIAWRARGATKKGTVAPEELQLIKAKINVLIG
Rv3671c inh – Rv3671c serine protease inhibitors, primary screen, biochemical, fluorescence polarization, M. tuberculosis H37Rv; P9WHR9; inhibition, % at 5.96 µM; 320,000 tested, 0.048% active; AID 2606, 2010; in the data active means inhibition above about 38%;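 further: extracellular domain of Rv3671c used as enzyme; 0% = enzyme with DMSO and 100% = no enzyme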
BH1578 lux ind – inducers of Vibrio cholerae quorum light production without autoinducers, primary screen, BH1578 luxS cqsA deficient, single point; V. cholerae BH1578 lux reporter, luminescence, 6 h; activation, % at 18.7 µM; 350,000 tested, 0.16% active; in the data active means activation mostly above about 9.7%, no sharp cut-off; further: not every result past the cut was called active; inactives centre near 0; reference of the scale not given here
SSB-PriA inh – inhibitors of Klebsiella pneumoniae PriA binding to SSB C-terminal tail, primary screen, biochemical, AlphaScreen. AlphaScreen SSBct-PriA binding, biotinylated peptide. 430,000 tested, 0.6% active. inhibition, % at 33 µM. AID 1272365, 2023; in the data active means inhibition mostly above about 37%, no sharp cut-off; inactive means mostly below about 20%;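 further: plate controls were negative control peptide for no effect and reference peptide for full effect; strong numbers were not always called active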
Mtb UGM inh – M. tuberculosis UGM enzyme inhibitors, primary screen, biochemical, fluorescence polarization, single point | 320,000 tested, 0.06% active | inhibition, % at 10 µM | AID 504406, 2011 | purified UGM, fluorescence polarization probe displacement; in the data active means inhibition above about 10%, passing the limit was not always enough
Target sequence (P9WIQ1 whole entry, looked up): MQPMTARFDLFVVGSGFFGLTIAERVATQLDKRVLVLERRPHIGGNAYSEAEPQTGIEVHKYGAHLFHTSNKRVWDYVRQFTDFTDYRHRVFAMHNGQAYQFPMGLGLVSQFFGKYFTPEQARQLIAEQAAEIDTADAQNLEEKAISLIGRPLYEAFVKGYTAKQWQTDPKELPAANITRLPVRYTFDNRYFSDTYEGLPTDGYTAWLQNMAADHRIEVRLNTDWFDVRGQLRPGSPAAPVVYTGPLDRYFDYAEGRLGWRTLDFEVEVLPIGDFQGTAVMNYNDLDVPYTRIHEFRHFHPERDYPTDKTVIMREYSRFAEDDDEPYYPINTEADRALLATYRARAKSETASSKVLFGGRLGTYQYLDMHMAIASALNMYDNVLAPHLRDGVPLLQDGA
DUSP3 inh – VHR1 phosphatase inhibitors, primary screen, biochemical, absorbance, uHTS. recombinant VHR phosphatase, pNPP absorbance. inhibition, % at 13.3 µM. AID 1654, 2009. 290,000 tested, 0.52% active; in the data active means inhibition above about 50%; further: some compounds called inactive have numbers as strong as hits
Target sequence (P51452 whole entry, looked up): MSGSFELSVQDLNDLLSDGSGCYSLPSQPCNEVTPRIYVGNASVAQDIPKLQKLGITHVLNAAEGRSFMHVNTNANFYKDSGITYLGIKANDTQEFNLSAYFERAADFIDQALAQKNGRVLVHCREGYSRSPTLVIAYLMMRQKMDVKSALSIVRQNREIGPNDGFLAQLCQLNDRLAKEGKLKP
Mtb BioA inh – M. tuberculosis BioA enzyme inhibitors, primary screen, biochemical, plate reader, single point, HTS; 360,000 tested, 0.096% active; purified M. tuberculosis BioA enzyme; inhibition, % at 9.99 µM; 7,8-diaminopelargonic acid synthase BioA (Mycobacterium tuberculosis); AID 602481, 2012; in the data active means inhibition above about 40%
GDH-TPI inh – GDH-TPI coupling enzyme inhibitors, primary screen, artefact control for M. tuberculosis FBA inhibitor project, biochemical, absorbance, full deck. GDH-TPI coupled enzyme counterscreen, NADH absorbance. inhibition, % at 4.8 µM. 360,000 tested, 1.2% active. AID 588335, 2011; in the data active means inhibition above about 30%;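 further: 0% = DMSO wells and 100% = wells lacking the enzyme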
The depositor's hits bear a star; & = joins results of further samples.

Results for Cc1ccccc1CC(=O)Nc1cccnc1 ?
3CLpro inhibitor: -3; Mtb FBA inh: -1; MazF activator: 0; Rv3671c inh: -2; BH1578 lux ind: inactive; SSB-PriA inh: -4; Mtb UGM inh: 0.5; DUSP3 inh: 12; Mtb BioA inh: 4.4; GDH-TPI inh: 13

What do the screens show for `CC(NC(=O)CCNC(=O)c1ccco1)c1ccccc1` (centres undefined)?
Mtb FBA inh: 4; MazF activator: -2; Rv3671c inh: 8; BH1578 lux ind: inactive; SSB-PriA inh: 3; Mtb UGM inh: -0.2; Mtb BioA inh: -5.9; GDH-TPI inh: 8

What do the screens show for `CCOC(=O)C1CCN(c2c(NCc3ccc(C(=O)N(C)Cc4ccccc4)cc3)c(=O)c2=O)CC1`?
3CLpro inhibitor: -3; Mtb FBA inh: -1; MazF activator: 1; Rv3671c inh: 0; BH1578 lux ind: -0.5; SSB-PriA inh: 5; Mtb UGM inh: -1.0; DUSP3 inh: 13; Mtb BioA inh: 2.5; GDH-TPI inh: -1

What do the screens show for `CC(=O)NC(C)C(=O)OCC(=O)c1ccc(Cl)s1` (centres undefined)?
3CLpro inhibitor: -2; Mtb FBA inh: 1; MazF activator: 5; Rv3671c inh: 1; BH1578 lux ind: -0.2; SSB-PriA inh: -14; Mtb UGM inh: -0.7; DUSP3 inh: 15; GDH-TPI inh: -1

Results for Cn1c(C(=O)N2CCCc3ccccc32)cc2sccc21 ?
3CLpro inhibitor: 2; Mtb FBA inh: 1; MazF activator: -2; Rv3671c inh: 2; BH1578 lux ind: -2.8; SSB-PriA inh: 6; Mtb UGM inh: -0.3; DUSP3 inh: 15; Mtb BioA inh: -1.8; GDH-TPI inh: 15

Results for O=Cc1ccc(OC(=O)c2cc(Cl)nc3ccccc23)cc1 ?
3CLpro inhibitor: 3; Mtb FBA inh: -1; MazF activator: 7; Rv3671c inh: -5; BH1578 lux ind: -0.2; SSB-PriA inh: -3; Mtb UGM inh: 1.7; DUSP3 inh: -3; GDH-TPI inh: 25

Results for COc1ccccc1N1CCN(c2cnccn2)CC1 ?
3CLpro inhibitor: -1; Mtb FBA inh: 5; MazF activator: 7; Rv3671c inh: -4; BH1578 lux ind: inactive; SSB-PriA inh: 9; Mtb UGM inh: -3.8; DUSP3 inh: 22; Mtb BioA inh: -0.1; GDH-TPI inh: 5

Results for COc1cc(OC)cc(C(=O)Nc2ccc3nc4n(c(=O)c3c2)CCCCC4)c1 ?
3CLpro inhibitor: -4; Mtb FBA inh: 2; MazF activator: 4; Rv3671c inh: 2; BH1578 lux ind: -11; SSB-PriA inh: -12; Mtb UGM inh: 3.1; DUSP3 inh: -7; Mtb BioA inh: -2.6; GDH-TPI inh: 11

What do the screens show for `CCCCn1c(N)c(N(CC(C)C)C(=O)C2CC(=O)N(Cc3ccccc3)C2)c(=O)[nH]c1=O` (centres undefined)?
Mtb FBA inh: 6; MazF activator: 1; Rv3671c inh: -1; BH1578 lux ind: -0.1; SSB-PriA inh: 0; Mtb UGM inh: -0.1; GDH-TPI inh: 5

What do the screens show for `Cc1ccc(NC(=S)N(CCN(C)C)C(C)c2ccco2)cc1Cl` (centres undefined)?
3CLpro inhibitor: -2; Mtb FBA inh: 1; MazF activator: 8; Rv3671c inh: 0; BH1578 lux ind: inactive; SSB-PriA inh: -7; Mtb UGM inh: 0.1; DUSP3 inh: 11; Mtb BioA inh: -0.7; GDH-TPI inh: -1

The last 4 compounds of the section before open the next one.
Results for COc1ccccc1N1CCN(c2cnccn2)CC1 ?
3CLpro inhibitor: -1; Mtb FBA inh: 5; MazF activator: 7; Rv3671c inh: -4; BH1578 lux ind: inactive; SSB-PriA inh: 9; Mtb UGM inh: -3.8; DUSP3 inh: 22; Mtb BioA inh: -0.1; GDH-TPI inh: 5

Results for COc1cc(OC)cc(C(=O)Nc2ccc3nc4n(c(=O)c3c2)CCCCC4)c1 ?
3CLpro inhibitor: -4; Mtb FBA inh: 2; MazF activator: 4; Rv3671c inh: 2; BH1578 lux ind: -11; SSB-PriA inh: -12; Mtb UGM inh: 3.1; DUSP3 inh: -7; Mtb BioA inh: -2.6; GDH-TPI inh: 11

What do the screens show for `CCCCn1c(N)c(N(CC(C)C)C(=O)C2CC(=O)N(Cc3ccccc3)C2)c(=O)[nH]c1=O` (centres undefined)?
Mtb FBA inh: 6; MazF activator: 1; Rv3671c inh: -1; BH1578 lux ind: -0.1; SSB-PriA inh: 0; Mtb UGM inh: -0.1; GDH-TPI inh: 5

What do the screens show for `Cc1ccc(NC(=S)N(CCN(C)C)C(C)c2ccco2)cc1Cl` (centres undefined)?
3CLpro inhibitor: -2; Mtb FBA inh: 1; MazF activator: 8; Rv3671c inh: 0; BH1578 lux ind: inactive; SSB-PriA inh: -7; Mtb UGM inh: 0.1; DUSP3 inh: 11; Mtb BioA inh: -0.7; GDH-TPI inh: -1

Results for CN(c1ccc2nc3ccccc3c(=O)n2n1)C1CCCCC1 ?
3CLpro inhibitor: -1; Mtb FBA inh: 1; MazF activator: 0; Rv3671c inh: -2; BH1578 lux ind: -0.2; SSB-PriA inh: -20; Mtb UGM inh: -3.0; DUSP3 inh: 34; Mtb BioA inh: 1.1; GDH-TPI inh: -3

What do the screens show for `O=C(O)CCC(=O)N1CCN(c2nc(-c3ccccc3)c3cc(Br)ccc3n2)CC1`?
3CLpro inhibitor: -1; Mtb FBA inh: 12; MazF activator: -2; Rv3671c inh: -3; BH1578 lux ind: 0.3; SSB-PriA inh: -19; Mtb UGM inh: 0.7; DUSP3 inh: -23; Mtb BioA inh: 2.6; GDH-TPI inh: 3

What do the screens show for `CCOC(=O)C1CCN(C(=O)CSc2nc(N)cc(=O)[nH]2)CC1`?
3CLpro inhibitor: 0; Mtb FBA inh: 2; MazF activator: -16; Rv3671c inh: 2; BH1578 lux ind: -0.4; SSB-PriA inh: -6; Mtb UGM inh: -0.4; DUSP3 inh: 41; Mtb BioA inh: 1.3; GDH-TPI inh: 5

How did COC(=O)c1ccc(CSc2nnc(-c3ccccc3)n2C)o1 do in these assays?
3CLpro inhibitor: 4; Mtb FBA inh: 1; MazF activator: -9; Rv3671c inh: 3; BH1578 lux ind: inactive; SSB-PriA inh: -11; Mtb UGM inh: -2.4; DUSP3 inh: 5; GDH-TPI inh: 2

Results for CCN(C(=O)C1CCCCC1)c1nnc(-c2cccnc2)s1 ?
3CLpro inhibitor: 0; Mtb FBA inh: 1; MazF activator: 4; Rv3671c inh: 12; BH1578 lux ind: -0.1; SSB-PriA inh: 4; Mtb UGM inh: 1.5; DUSP3 inh: 4; Mtb BioA inh: 15; GDH-TPI inh: 6

What do the screens show for `CCOC(=O)N1CCC(NS(=O)(=O)c2ccc3c(c2)CCN3C(C)=O)CC1`?
3CLpro inhibitor: -2; Mtb FBA inh: -10; MazF activator: 0; Rv3671c inh: 2; BH1578 lux ind: 3.4; SSB-PriA inh: -10; Mtb UGM inh: -0.6; DUSP3 inh: 39; Mtb BioA inh: -0.2; GDH-TPI inh: 6

How did C=CCc1ccc(OCCOCCOc2ccccc2[N+](=O)[O-])c(OC)c1 do in these assays?
3CLpro inhibitor: 3; Mtb FBA inh: 0; MazF activator: -1; Rv3671c inh: 0; BH1578 lux ind: -0.4; SSB-PriA inh: -24; Mtb UGM inh: 1.6; DUSP3 inh: -5; Mtb BioA inh: -1.1; GDH-TPI inh: 2

How did COc1cccc(-c2nc(CS(=O)(=O)CC(=O)N3CCCCC3)c(C)o2)c1 do in these assays?
3CLpro inhibitor: 1; Mtb FBA inh: 3; MazF activator: -11; Rv3671c inh: -11; BH1578 lux ind: -0.8; SSB-PriA inh: -12; Mtb UGM inh: 0.3; DUSP3 inh: 62; Mtb BioA inh: -2.0; GDH-TPI inh: 4

What do the screens show for `C[C@H](CO)N1C[C@H](C)[C@@H](CN(C)S(=O)(=O)c2ccc(Oc3ccccc3)nc2)OCc2cnnn2CCCC1=O`?
Mtb FBA inh: 3; MazF activator: -1; BH1578 lux ind: 2.3; Mtb BioA inh: 1.1&-2.2; GDH-TPI inh: -2

What do the screens show for `CCC(CO)NCC#Cc1ccccc1` (centres undefined)?
3CLpro inhibitor: 2; Mtb FBA inh: 0; MazF activator: 0; Rv3671c inh: 5; BH1578 lux ind: inactive; SSB-PriA inh: -22; Mtb UGM inh: -0.1; DUSP3 inh: 3; GDH-TPI inh: 6

What do the screens show for `CCOC(=O)c1sc2cc([N+](=O)[O-])cc(SCC(C)C)c2c1N`?
3CLpro inhibitor: 3; Mtb FBA inh: -1; MazF activator: 17; Rv3671c inh: 2; BH1578 lux ind: inactive; SSB-PriA inh: 10; Mtb UGM inh: -1.6; DUSP3 inh: 19; Mtb BioA inh: 0.3; GDH-TPI inh: 6

What do the screens show for `NS(=O)(=O)c1cccc(NS(=O)(=O)c2cccc(C(F)(F)F)c2)c1`?
3CLpro inhibitor: 2; Mtb FBA inh: 1; MazF activator: 8; Rv3671c inh: 5; BH1578 lux ind: inactive; SSB-PriA inh: -6; Mtb UGM inh: -2.8; DUSP3 inh: 4; Mtb BioA inh: -0.7; GDH-TPI inh: 3

Results for CC1(C)CC(NCc2ccccc2)CCO1 (centres undefined) ?
3CLpro inhibitor: -3; Mtb FBA inh: -1; MazF activator: -19; Rv3671c inh: 8; BH1578 lux ind: inactive; SSB-PriA inh: 2; Mtb UGM inh: -1.9; DUSP3 inh: -17; Mtb BioA inh: -1.8; GDH-TPI inh: 6

Results for COc1c(S(=O)(=O)NCCN2CCOCC2)ccc(Cl)c1Cl ?
3CLpro inhibitor: 7; Mtb FBA inh: 5; MazF activator: 5; Rv3671c inh: -5; BH1578 lux ind: 1.5; SSB-PriA inh: -13&-13; Mtb UGM inh: 2.3; DUSP3 inh: 7; Mtb BioA inh: -1.1; GDH-TPI inh: 7

Results for OCC1(O)OC[C@@H](O)[C@H]1O (some centres undefined) ?
Mtb FBA inh: 0; MazF activator: 6; Rv3671c inh: 6; BH1578 lux ind: -0.4; SSB-PriA inh: -7; Mtb UGM inh: 0.5; DUSP3 inh: -1; Mtb BioA inh: 0.6; GDH-TPI inh: 13

What do the screens show for `CN(C)CCCN(C(=O)c1ccc(S(=O)(=O)N(C)C)cc1)c1nc2ccc(F)cc2s1`?
3CLpro inhibitor: -3; Mtb FBA inh: -1; MazF activator: 12; Rv3671c inh: 11; BH1578 lux ind: -0.3; SSB-PriA inh: 13; Mtb UGM inh: -2.6; DUSP3 inh: 22; GDH-TPI inh: 1

Results for O=C(c1nc2ccccn2c1CN1CCCC(O)C1)N1CCN(C2CCCCC2)CC1 (centres undefined) ?
3CLpro inhibitor: 0; Mtb FBA inh: 8; MazF activator: 1; Rv3671c inh: -7; BH1578 lux ind: -3.1; SSB-PriA inh: -5; Mtb UGM inh: -1.1; DUSP3 inh: 4; Mtb BioA inh: -0.6; GDH-TPI inh: 2

What do the screens show for `Cn1c(=O)n(C)c2cc(C(=O)Nc3ccc(Br)cc3)ccc21`?
3CLpro inhibitor: -8; Mtb FBA inh: 0; MazF activator: 5; Rv3671c inh: -6; BH1578 lux ind: inactive; SSB-PriA inh: 0; Mtb UGM inh: -2.4; DUSP3 inh: -18; Mtb BioA inh: -0.5; GDH-TPI inh: 14

What do the screens show for `CCn1c(SCC(=O)Nc2nnc(C)s2)nnc1-c1ccco1`?
3CLpro inhibitor: 0; Mtb FBA inh: -1; MazF activator: 2; Rv3671c inh: -9; BH1578 lux ind: -3.8; SSB-PriA inh: -23; Mtb UGM inh: 3.3; DUSP3 inh: 17; Mtb BioA inh: 2.8; GDH-TPI inh: 2

Only part of the results is shown; the hit share may differ from the screen's.
